KOR beta-arrestin-1 – kappa opioid receptor activators – cell-based, luminescence, uHTS, primary screen (AID 1777). one-dose activation, % at 10 µM; EC50 in µM for titrated hits. KOR beta-arrestin recruitment, luminescence; higher % means a stronger effect. 280,000 tested, 0.02% active; in the data active means activation above about 50%, passing the limit was not always enough; further: a part of the inactive calls stands beside numbers as strong as those of hits
AID2073 – inhibitors of Mint1-CaV2.2 protein interaction, biochemical, HTRF (AID 2073); HTRF protein-protein interaction, Mint1-CaV2.2; higher % means a stronger effect; inhibition, % at 20 µM, or IC50 in µM where a hit was titrated; 290,000 tested, 0.19% active; in the data active means inhibition mostly above about 51%, no sharp cut-off; further: some results filed as inactive read as strong as hits
M1AAP inhibition – malaria alanyl aminopeptidase activity blockers – biochemical, fluorogenic H-Leu-NHMec substrate, 1536-well (AID 1445). inhibition, % at 30 µM, or IC50 in µM where a hit was titrated. recombinant M1AAP, H-Leu-NHMec fluorogenic kinetic assay; higher % means a stronger effect. 220,000 tested, 0.42% active;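 active means primary inhibition above the hit cutoff, then over 50% inhibition at one or more dose response concentrations, cut at about 23% in these data, passing the limit was not always enough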;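 further: plate controls were DMSO full reaction for no effect and no enzyme background for full effect; strong numbers were not always called active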
HEK293 NOD2/NF-kB – inhibition of NOD2-driven NF-kB reporter – cell-based, luminescence, uHTS, HEK293 (AID 1566); HEK293 NOD2/NF-kB luciferase reporter, luminescence; higher % means a stronger effect; inhibition, % at 4 µM; hits with a dose series show EC50 in µM; 290,000 tested, 0.63% active; further: many of its hits are not listed in these tables
KOR beta-arrestin-2 – kappa opioid receptor blockers – cell-based, luminescence, uHTS (AID 1778); KOR beta-arrestin recruitment, luminescence, antagonist mode; higher % means a stronger effect; inhibition, % at 10 µM, or IC50 in µM where a hit was titrated; 290,000 tested, 0.091% active; further: strong numbers were not always called active
Dynein cargo inh – dynein cargo transport inhibition | 3617.4 mouse cells, GR-EGFP nuclear translocation imaging; test concentration mostly 20 µM; stimulated with dexamethasone, 1 µM; stronger effect = lower value | z-score, hits read low | 220,000 tested, 0.47% active;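 active means plate z-score of nuclear minus cytoplasmic receptor signal below a set negative limit, without overly bright fluorescence or cell loss, cut at about -3.5 in these data, passing the limit was not always enough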;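 further: z-score of nuclear minus cytoplasmic ring GR-EGFP intensity difference per well; some compounds called inactive have numbers as strong as hits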
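Also added: dexamethasone, 1.0 µM final. Medium: tet-free, stripped-serum medium. Detection: fixed, Hoechst-stained cells imaged at 10x for EGFP. Read-out: nuclear-to-cytoplasmic GR-EGFP distribution per well. Times: induction 48 h, compound 1 h, agonist 30 min.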
NOD1 inhibition – inhibition of NOD1-driven NF-kB reporter – cell-based, luminescence, uHTS, primary screen (AID 1578). NOD1-driven NF-kB luciferase reporter cells, luminescence; higher % means a stronger effect. inhibition, % at 4 µM, or EC50 in µM where a hit was titrated. 290,000 tested, 1% active; in the data active means inhibition mostly above about 36%, no sharp cut-off; inactive means mostly below about 34%;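 further: HEK-293T reporter cells stimulated with the NOD1 agonist gamma-tri-DAP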
GPR55 activation – GPR55 agonists via beta-arrestin recruitment, primary screen, imaging, U2OS cells, beta-arrestin-GFP redistribution (AID 1961); U2OS GPR55 beta-arrestin-GFP redistribution imaging; higher % means a stronger effect; activation, % at 10 µM, or EC50 in µM where a hit was titrated; 290,000 tested, 0.048% active;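 active means activation above 40% with more than 50 cells counted in the well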;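 further: U2OS osteosarcoma cells stably expressing GPR55 and beta-arrestin-GFP; plate controls were DMSO negative control for no effect and LPI positive control for full effect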
M17LAP inhibition – P. falciparum M17LAP inhibitors, primary screen, biochemical, fluorogenic H-Leu-NHMec substrate, 1536-well (AID 1619); 220,000 tested, 0.38% active; recombinant M17LAP, H-Leu-NHMec fluorogenic kinetic assay; higher % means a stronger effect; inhibition, % at 30 µM; hits with a dose series show IC50 in µM;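 active means compound inhibiting the enzyme by more than half at any dose during confirmatory dose-response retesting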;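 further: plate controls were full reaction with DMSO carrier for no effect and no enzyme background for full effect; strong numbers were not always called active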
Dynein cargo inh cytoplasmic EGFP – further read-out of Dynein cargo inh, marked with its call; z-score; measured here: cytoplasmic GR-EGFP intensity; stronger effect = higher value
Dynein cargo inh nuclear GR-EGFP – second read-out of Dynein cargo inh, no call of its own (marks repeat the call); z-score; measured here: nuclear GR-EGFP intensity;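 lower value marks the stronger effect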
Dynein cargo inh cell count – also measured in Dynein cargo inh; calls as there; z-score; measured here: cell count per field
* = called active by the depositor; . = not tested or not shown; [ ] = dose if it differs, or a comment. Unless noted, no stated cut-off is given here; in the data, active means inhibition above about 50%; inactive means the rest. Only part of the results is shown. The share of hits here may be higher or lower than overall.

SMILES | KOR beta-arrestin-1 | AID2073 | M1AAP inhibition | HEK293 NOD2/NF-kB | KOR beta-arrestin-2 | Dynein cargo inh | Dynein cargo inh cytoplasmic EGFP | Dynein cargo inh nuclear GR-EGFP | Dynein cargo inh cell count | NOD1 inhibition | GPR55 activation | M17LAP inhibition
Cc1cc(C)nc(N2CCCC(C(=O)NCC(c3ccccc3)c3ccccc3)C2)n1 (stereo not drawn) | 9.5% | -8% | 0% | 13% | -5% | 0.16 | 0.037 | 0.48 | 1.9 | 10% | -0.4% | 2%
O=C(CCSc1nnc(-c2ccc(O)cc2)o1)N1CCOCC1 | -4.4% | -2% | 4% | 9% | -6% | -0.073 | -0.28 | 0.56 | -0.69 | -43% | -0.4% | -4%
O=C1N=c2ccccc2=C1c1sc(=S)n(-c2ccc(O)cc2)c1O | 5.1% | 26% | 3% | 29% | 24% | -0.97 | -0.25 | -0.47 | 0.86 | 2% | 0.6% | 0%
O=c1c(Cl)c(NCC2CCCO2)cnn1C12CC3CC(CC(C3)C1)C2 (stereo not drawn) | -1.6% | -1% | 1% | 15% | 6% | 0.77 | -0.29 | 0.42 | -0.18 | -3% | -0.3% | 3%
O=C(c1cnc2n(c1=O)CCS2)N1CCN(c2ccccc2Cl)CC1 | -2.7% | 2% | 1% | 4% | 23% | 0.17 | 0.042 | 0.48 | -0.21 | 3% | 0.7% | 4%
CS(=O)(=O)Nc1ccccc1C(=O)Nc1ccc2c(c1)OCCO2 | -4.6% | 0% | 7% | 8% | 21% | 0.54 | -0.28 | 0.51 | -0.17 | -24% | -0.1% | 3%
CN1C(=O)N(C)C2(c3ccccc3)N(C)C(=O)NC12c1ccccc1 (stereo not drawn) | -9.8% | -1% | -4% | -10% | -3% | -0.62 | -0.21 | -0.26 | 0.6 | -5% | -0.2% | 1%
CCOC(=O)c1ccc(NC(=S)Nc2ccc3[nH]c(=O)[nH]c3c2)cc1 | 5.1% | -39% | 10% | -27% | -1% | -0.14 | -0.21 | -0.16 | 0.021 | -9% | -0.2% | 7%
C=CCn1c(SCC(=O)NCc2ccc3c(c2)OCO3)nnc1C1COc2ccccc2O1 (stereo not drawn) | -1.4% | -11% | 3% | -34% | 21% | -0.62 | -0.2 | -0.4 | 0.14 | 13% | -0.1% | <1µM*
O=C(Nc1ccccc1)C1C2CCC3C(CCC21)C3(Cl)Cl (stereo not drawn) | 0.2% | 1% | 12% | -2% | 19% | 1.1 | -0.08 | 0.2 | -0.41 | -42% | -0.2% | 11%
CCOC(=O)N1CCN(C(=O)c2ccc3c(c2)N(Cc2ccccc2)CCS3)CC1 | -2.6% | 25% | . | 26% | -30%[20 µM] | . | . | . | . | -24% | 0.0% | .
CCC1C(=O)NCCN1C(=O)c1ccc(OC)c(OC2CCN(C(C)=O)CC2)c1 (stereo not drawn) | 1.6% | -3% | . | -5% | -9% | . | . | . | . | -40% | 0.0% | .
Oc1ccccc1Nc1ccccn1 | 3.7% | 2% | 3% | 4% | 42% | -0.43 | -0.81 | -0.55 | 0.28 | -7% | 0.7% | 10%
COc1ccc(C(=O)O)cc1S(=O)(=O)NCc1ccccn1 | -2.7% | 10% | . | 5% | 37% | . | . | . | . | -5% | -0.1% | .
CCOC(=O)N1CCN(Cc2cn[nH]c2-c2cccc3ccccc23)CC1 | . | -10% | 9% | 2% | -31%[20 µM] | -0.41 | -0.35 | -0.24 | 1.1 | -37% | -0.1% | -10%
CCc1ccc(/C=C2\Oc3c(ccc(O)c3CN3CCN(C)CC3)C2=O)cc1 | -3.8% | 40% | -2% | 14% | 17% | -0.028 | -0.12 | 0.32 | 0.1 | -8% | 0.4% | -15%
CN(c1ccccc1C(=O)NCc1ccccc1Cl)S(=O)(=O)c1ccccc1 | -9.6% | 9% | . | 8% | -27%[20 µM] | . | . | . | . | 28% | -0.3% | .
O=C(NC(=S)Nc1sc2c(c1C(=O)O)CCCC2)c1ccccc1 | -3.9% | -12% | . | 27% | -74%[20 µM] | . | . | . | . | 11% | -0.1% | .
CC1CC=C2C(C#N)=C(N)C(C#N)(C#N)C(c3cccs3)C2C1 (stereo not drawn) | 9.7% | 10% | 2% | 12% | 15% | 0.3 | 0.19 | 0.64 | 0.17 | 29% | 0.3% | -3%
COC(=O)C(NC(=O)CNS(=O)(=O)c1ccc(Br)cc1)c1ccccc1 (stereo not drawn) | -4.3% | -5% | -2% | 4% | 6% | 0.23 | -0.18 | 0.53 | -0.22 | -10% | 1.0% | 5%
Cc1c(Br)c([N+](=O)[O-])nn1CC(=O)NCC1CCCO1 (stereo not drawn) | -4.5% | 2% | 1% | 12% | 5%[20 µM] | 0.038 | -0.3 | 0.14 | 0.17 | -21% | 0.1% | 6%
O=C(CSc1ccc(-c2ccc(Br)cc2)nn1)N1CCOCC1 | -7.8% | -1% | -1% | -6% | -13% | 0.65 | -0.31 | 0.48 | 0.42 | -20% | 0.5% | 1%
O=C1NCCCc2nonc21 | 4.7% | -2% | 0% | -7% | -10% | -0.71 | -0.21 | -0.4 | 0.91 | -20% | 0.3% | 11%
COc1ccc(NC(=O)C2CCN(S(=O)(=O)c3c(C)noc3C)CC2)cc1Cl | -6.4% | -7% | 3% | -5% | 16% | -0.9 | -0.25 | -0.45 | 0.64 | -7% | 0.0% | -4%
CCOc1ccc(Nc2nc3cc(S(=O)(=O)CC)ccc3o2)cc1 | 0.4% | -19% | 4% | 3% | 0% | 1.4 | -0.062 | 0.38 | -0.55 | -12% | -0.1% | 0%
O=C(c1ccc(Br)o1)N(Cc1ccccc1)Cc1ccccc1 | -0.9% | 1% | -5% | 13% | 2% | 0.27 | -0.31 | 0.53 | 0.78 | 2% | -0.3% | -2%
Cc1cc(=O)oc2cc(NC(=O)C3COc4ccccc4O3)ccc12 (stereo not drawn) | . | 0% | 6% | -28% | -9% | -0.89 | -0.15 | -0.46 | 1.1 | -40% | -0.1% | 3%
CN(C)S(=O)(=O)c1ccc(C(=O)OCC2CCCO2)cc1 (stereo not drawn) | 1.8% | 0% | . | -22% | 0% | . | . | . | . | -8% | -0.1% | .
Cc1nc(-c2ccccc2)sc1C(=O)CSc1ccc(F)cc1 | -3.5% | -9% | 1% | 2% | 34% | -0.15 | -0.19 | -0.6 | 0.24 | -11% | -0.2% | -8%
O=S(=O)(c1ccc2nnn(O)c2c1)N1CCCCC1 | -5.6% | 4% | 2% | 20% | -1% | -0.41 | -0.34 | -0.3 | 1.2 | -17% | 0.2% | 4%
Cc1cc(C)cc(-n2ncc3c2CCCC3NC(=O)c2cc(C)n(C)n2)c1 (stereo not drawn) | 3.1% | 8% | . | 19% | -23% | . | . | . | . | -2% | -0.1% | .
CSc1nnc(CNS(=O)(=O)c2ccc(Br)cc2)n1C | 0.2% | 12% | . | 4% | 19% | . | . | . | . | -34% | -0.1% | .
O=[N+]([O-])c1ccc(OCCn2cncn2)cc1 | 1.5% | 4% | . | 10% | 5% | . | . | . | . | -7% | 0.7% | .
COc1ccc(OCCNc2cc(N3CCOCC3)ccc2[N+](=O)[O-])cc1 | 4.9% | 3% | 11% | -28% | -8% | -0.12 | -0.13 | 0.11 | -0.49 | -21% | -0.1% | 4%
Cn1nnnc1SCC(=O)Nc1c(Cl)cccc1Cl | -2.0% | 11% | -11% | 10% | -3% | 1.3 | 0.059 | 0.59 | -0.25 | 22% | -0.1% | -5%
COc1ccc(O)c(/C=N/NC(=S)NCCc2ccccc2)c1 | 3.3% | 30% | . | 35% | -7% | . | . | . | . | 15% | -0.1% | .
O=C(NCCc1cccs1)C1CC(c2ccccc2F)=NO1 (stereo not drawn) | 1.3% | -2% | 0% | 25% | 16% | -0.74 | -0.83 | -0.33 | 0.8 | -5% | -0.2% | 8%
CN(c1cccc(NC(=O)CN(c2cccc(Cl)c2)S(=O)(=O)c2ccc(Cl)cc2)c1)S(C)(=O)=O | -3.8% | 0% | -4% | -60% | 30% | 0.098 | -0.14 | -0.056 | -0.083 | -19% | -0.5% | 12%
CC(C)(C)[C@H]1C=C(C(=O)N2CCOCC2)O[C@@H](OCc2ccc(CO)cc2)C1 | 4.2% | -3% | 2% | -5% | -16% | 0.57 | -0.23 | 0.77 | -1 | -14% | 0.1% | 2%
CC(=O)c1cccc(NC(=O)Cn2cnc(S(=O)(=O)N3CCc4ccccc43)c2)c1 | -3.3% | 2% | . | 9% | -4% | . | . | . | . | -20% | -0.1% | .

Entries listed so far printed as active in M17LAP inhibition:
SMILES | KOR beta-arrestin-1 | AID2073 | M1AAP inhibition | HEK293 NOD2/NF-kB | KOR beta-arrestin-2 | Dynein cargo inh | Dynein cargo inh cytoplasmic EGFP | Dynein cargo inh nuclear GR-EGFP | Dynein cargo inh cell count | NOD1 inhibition | GPR55 activation | M17LAP inhibition
C=CCn1c(SCC(=O)NCc2ccc3c(c2)OCO3)nnc1C1COc2ccccc2O1 (stereo not drawn) | -1.4% | -11% | 3% | -34% | 21% | -0.62 | -0.2 | -0.4 | 0.14 | 13% | -0.1% | <1µM*

Taken from above for reference:
SMILES | KOR beta-arrestin-1 | AID2073 | M1AAP inhibition | HEK293 NOD2/NF-kB | KOR beta-arrestin-2 | Dynein cargo inh | Dynein cargo inh cytoplasmic EGFP | Dynein cargo inh nuclear GR-EGFP | Dynein cargo inh cell count | NOD1 inhibition | GPR55 activation | M17LAP inhibition
Cc1cc(C)nc(N2CCCC(C(=O)NCC(c3ccccc3)c3ccccc3)C2)n1 (stereo not drawn) | 9.5% | -8% | 0% | 13% | -5% | 0.16 | 0.037 | 0.48 | 1.9 | 10% | -0.4% | 2%
O=C(CCSc1nnc(-c2ccc(O)cc2)o1)N1CCOCC1 | -4.4% | -2% | 4% | 9% | -6% | -0.073 | -0.28 | 0.56 | -0.69 | -43% | -0.4% | -4%

From PubChem BioAssay
